Screening results deposited in PubChem BioAssay by several laboratories.
STAT3 act – increases IL-6 driven STAT3 reporter signal | U3A cells, IL-6 STAT3-luciferase reporter, luminescence; 100% = signal with IL-6 EC80 alone | activation (% of control), % at 5.6 µM | 190,000 tested, 0.91% active | AID 871;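 active = activation above the screen-wide mean of compound activation plus 3 SD, cut at about 130% in these data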;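 also: 0% = background luminescence of wells with medium and substrate only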
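Material: human STAT1-deficient U3A cells with stable STAT3-luciferase reporter / Probe or stimulus: IL-6 stimulus at 33 ng/mL final / Schedule: 1 h compound pre-exposure, 6 h IL-6 stimulation, 37 °C / Technique: luminescence / Read-out basis: percent of IL-6-only median luminescence / Control set: IL-6-only high control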
TLR4 MyD88 comp – inhibitors of human TLR4-MyD88 binding | O00206+Q99836 | HeLa CL3-4 TLR4/MyD88 BLA complementation, FRET ratio | inhibition, % at 8.4 µM | 200,000 tested, 0.18% active; in the data active = inhibition above about 25%;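 also: 0% = vehicle and 100% = reference inhibitor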
Target sequence (O00206 whole entry, looked up): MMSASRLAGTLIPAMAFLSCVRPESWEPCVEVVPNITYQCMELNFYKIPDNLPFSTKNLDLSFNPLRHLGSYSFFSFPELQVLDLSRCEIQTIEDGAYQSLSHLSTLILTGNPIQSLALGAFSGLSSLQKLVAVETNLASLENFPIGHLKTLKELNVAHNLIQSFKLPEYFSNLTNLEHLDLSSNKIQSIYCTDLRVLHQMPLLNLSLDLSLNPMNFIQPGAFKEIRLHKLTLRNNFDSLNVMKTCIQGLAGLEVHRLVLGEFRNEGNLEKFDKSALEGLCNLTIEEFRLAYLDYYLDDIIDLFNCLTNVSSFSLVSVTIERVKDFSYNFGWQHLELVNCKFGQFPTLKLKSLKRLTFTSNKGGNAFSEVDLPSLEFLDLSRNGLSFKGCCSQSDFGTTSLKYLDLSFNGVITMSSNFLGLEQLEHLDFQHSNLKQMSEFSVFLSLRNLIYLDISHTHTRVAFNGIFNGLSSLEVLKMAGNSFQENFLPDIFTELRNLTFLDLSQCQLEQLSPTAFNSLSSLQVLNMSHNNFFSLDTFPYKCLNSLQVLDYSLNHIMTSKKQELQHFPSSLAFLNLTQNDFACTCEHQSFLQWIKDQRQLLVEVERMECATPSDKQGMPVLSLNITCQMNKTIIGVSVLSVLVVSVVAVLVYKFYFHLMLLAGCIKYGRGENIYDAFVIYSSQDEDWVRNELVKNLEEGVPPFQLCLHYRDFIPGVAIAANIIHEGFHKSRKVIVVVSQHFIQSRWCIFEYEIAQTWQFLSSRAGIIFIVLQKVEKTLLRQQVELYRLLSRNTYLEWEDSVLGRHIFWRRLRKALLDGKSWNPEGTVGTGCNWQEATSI
Target sequence (Q99836 whole entry, looked up): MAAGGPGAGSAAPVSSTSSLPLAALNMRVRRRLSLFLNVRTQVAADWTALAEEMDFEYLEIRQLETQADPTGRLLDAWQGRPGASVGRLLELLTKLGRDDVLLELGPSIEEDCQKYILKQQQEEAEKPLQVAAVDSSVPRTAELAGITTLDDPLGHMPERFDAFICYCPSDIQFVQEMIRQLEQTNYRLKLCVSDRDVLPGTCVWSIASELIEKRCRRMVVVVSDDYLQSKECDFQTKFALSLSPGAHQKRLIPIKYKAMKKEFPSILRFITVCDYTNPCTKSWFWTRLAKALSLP
STAT3 inh – reduces IL-6 driven STAT3 reporter signal | U3A cells, IL-6 STAT3-luciferase reporter, luminescence; host cell line lacks STAT1 | inhibition, % at 5.5 µM | 190,000 tested, 0.89% active;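 active = inhibition above the mean inhibition across all screened compounds plus 3 SD, cut at about 44% in these data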;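 also: 0% = DMSO only wells and 100% = 100 µM nifuroxazide control wells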
STAT1 activator – increases IFN-gamma driven STAT1 reporter signal; NIH 3T3 STAT1-luciferase reporter, luminescence; 100% = IFN-gamma alone, no compound; activation (% of control), % at 5.5 µM; 200,000 tested, 2.6% active;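 active = activation above the screen-wide mean activation plus 3 SD, cut at about 130% in these data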;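 also: raw ratio to IFN-gamma control signal so 100% means no change and 0% no light; values of inactives mirror those of a sister screen read the other way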
Hsp70 act – Hsp70 transcriptional activation, primary screen | HeLa Hsp70 promoter luciferase reporter, luminescence; scaled: vehicle 0, proteasome-inhibitor control 100% | activation, % at 10 µM | 200,000 tested, 0.04% active | AID 1203;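 active = activation above the mean across all tested compounds plus 3 SD, cutoff set per campaign, cut at about 5.5% in these data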;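 also: 100% = MG132 at 30 µM as the positive control and 0% = DMSO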
DTT redox prof – compounds producing H2O2 with reducing agent – biochemical, NIH compound library profiling, artefact control for MLSCN library redox annotation, primary screen; DTT-dependent redox cycling H2O2, phenol red/HRP absorbance; 100% = 100 µM peroxide control, 0% = buffer; activation, % at 10 µM; 200,000 tested, 0.03% active;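 active = activation of at least 50% relative to the plate's high and low controls in the primary single-dose screen; inactive = activation below 50%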;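 also: compound incubated with DTT at 0.8 mM final as the reducing agent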
Efa HMGR inh – blocks class II HMG-CoA reductase of Enterococcus faecalis | purified E. faecalis HMGR, NADPH absorbance 340 nm kinetic | inhibition, % at 10 µM | 190,000 tested, 0.41% active | AID 1066;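 active = inhibition above a set limit, the median over all tested compounds plus 3 SD, cut at about 9.5% in these data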;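 also: enzyme runs in reverse so mevalonate oxidation gives rising NADPH absorbance; 0% = complete reaction with DMSO and 100% = background rate lacking mevalonate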
APP 5'UTR act – activates APP 5'UTR luciferase reporter; 190,000 tested, 1% active; SH-SY5Y APP 5'UTR luciferase reporter, luminescence; zero percent = DMSO vehicle wells; activation, % at 2 µM;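 active = activation above a set limit, based on mean plus 3 SD of controls, cut at about 140% in these data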; also: values of inactives mirror those of a sister screen read the other way
STAT1 inh – inhibitors of IFN-gamma induced STAT1 signaling; inhibition, % at 5.5 µM; 200,000 tested, 0.35% active; NIH 3T3 STAT1-luciferase reporter, luminescence;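 active = inhibition above a set limit, the mean inhibition across all tested compounds plus 3 SD, cut at about 34% in these data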;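 also: 0% = IFN-gamma with DMSO and 100% = IFN-gamma with 300 µM nifuroxazide; values of inactives mirror those of a sister screen read the other way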
NF-kB neuron act – compounds increasing NF-kB expression in human neuronal cells. NF-kB reporter expression; active compounds read high. fold change at 12.5 µM. 190,000 tested, 1.6% active. AID 1239; in the data active = fold change above about 3.3
An asterisk follows results filed as active; nt = not tested or not shown.

SMILES	STAT3 act	TLR4 MyD88 comp	STAT3 inh	STAT1 activator	Hsp70 act	DTT redox prof	Efa HMGR inh	APP 5'UTR act	STAT1 inh	NF-kB neuron act
O=C(CCCSc1nc(-c2ccco2)cc(C(F)(F)F)n1)Nc1ccc2c(c1)OCO2	100	-3	4	99	-0.2	1.1	-3	11	1	0.82
CCOc1ccc(OCC)c(NC(=O)CN2CCN(C(=O)c3ccco3)CC2)c1	102	-5	1	99	0.2	2.4	-4	7	1	0.87
COC(=O)C1C2C=CC3(CN(CCc4ccccc4)C(=O)C13)O2 (stereo not drawn)	99	-4	7	91	-0.2	0.5	0	13	10	1.1
O=C(COc1ccc(Br)cc1CO)Nc1ccc(F)cc1	83	-5	23	108	0.0	-0.1	0	4	-8	1.3
O=C1CC(c2ccco2)c2ccc3ccccc3c2N1 (stereo not drawn)	107	-10	1	97	0.3	3.4	-1	6	3	0.89
CCOc1cc(/C=C2/NC(=O)NC2=O)cc([N+](=O)[O-])c1O	106	-13	-3	103	-0.1	-1.0	-8	4	-5	1.2
CC(=O)Nc1ccc(C(=O)Nc2ccc(S(=O)(=O)NCC3CCCO3)cc2)cc1 (stereo not drawn)	96	0	9	102	-0.5	1.6	-3	2	-2	1.3
CCCSc1nc2c(cnn2-c2ccc(Cl)cc2)c(=O)[nH]1	99	-6	7	101	-0.4	-1.7	-6	5	-1	0.96
Clc1ccc(OCc2nc(-c3ccc(Br)o3)no2)cc1	93	-13	17	98	-0.1	-2.1	-2	0	2	1.3
COc1cccc(C2CC(=O)NC(SC)=C2C#N)c1 (stereo not drawn)	100	-1	9	99	-0.3	-0.9	4	nt	1	0.93
Cc1cc2c(ncn2C(C)C)c(N)c1C	108	7	-4	91	-0.2	2.5	-1	nt	10	1.1
CCCS(=O)(=O)N1CCN=C1SCc1cccc2ccccc12	98	0	5	96	-0.2	0.1	-1	14	3	0.82
Cc1ccc2c(C)nc(/N=C(\N)NC(=O)N3c4ccccc4Sc4ccccc43)nc2c1	97	-2	2	102	-0.2	-0.2	-2	10	-2	0.78
Cc1cc(NC(=O)CCN2C(=O)/C(=C/c3ccccc3Cl)SC2=S)no1	91	-13	13	95	-0.3	0.5	-5	14	6	1.3
COC(=O)[C@H](CCSC)NC(=O)NCCC1=CCCCC1	99	0	6	95	0.1	0.1	-1	8	6	1.1
CCCCCCc1cc2cc(S(=O)(=O)c3ccc(F)cc3)c(=O)oc2cc1O	101	-3	2	102	-0.2	0.5	1	-17	-2	1.1
CCCCC1(Cc2ccc([N+](=O)[O-])cc2)C(=O)N(c2ccccc2)N(c2ccccc2)C1=O	104	-1	0	97	-0.1	-4.0	-4	13	3	0.6
Cc1ccc2oc(=O)c3cnn(CC(=O)NCCc4ccsc4)c3c2c1	97	-12	12	104	-0.1	-0.6	-2	8	-4	1
O=C(Nc1ccc(-c2nnc3n2CCCCC3)cc1)c1cnccn1	100	-6	0	100	-0.2	0.2	-1	7	0	1.2
O=C(COC(=O)c1ccccc1)c1ccc(Br)cc1	97	9	9	115	0.1	-6.8	-1	42	-17	2.2

Ten entries out of the list, ordered by molar mass, high to low:
SMILES	STAT3 act	TLR4 MyD88 comp	STAT3 inh	STAT1 activator	Hsp70 act	DTT redox prof	Efa HMGR inh	APP 5'UTR act	STAT1 inh	NF-kB neuron act
CCCCC1(Cc2ccc([N+](=O)[O-])cc2)C(=O)N(c2ccccc2)N(c2ccccc2)C1=O	104	-1	0	97	-0.1	-4.0	-4	13	3	0.6
Cc1ccc2c(C)nc(/N=C(\N)NC(=O)N3c4ccccc4Sc4ccccc43)nc2c1	97	-2	2	102	-0.2	-0.2	-2	10	-2	0.78
CCCCCCc1cc2cc(S(=O)(=O)c3ccc(F)cc3)c(=O)oc2cc1O	101	-3	2	102	-0.2	0.5	1	-17	-2	1.1
Cc1ccc2oc(=O)c3cnn(CC(=O)NCCc4ccsc4)c3c2c1	97	-12	12	104	-0.1	-0.6	-2	8	-4	1
O=C(COC(=O)c1ccccc1)c1ccc(Br)cc1	97	9	9	115	0.1	-6.8	-1	42	-17	2.2
COC(=O)[C@H](CCSC)NC(=O)NCCC1=CCCCC1	99	0	6	95	0.1	0.1	-1	8	6	1.1
COC(=O)C1C2C=CC3(CN(CCc4ccccc4)C(=O)C13)O2 (stereo not drawn)	99	-4	7	91	-0.2	0.5	0	13	10	1.1
COc1cccc(C2CC(=O)NC(SC)=C2C#N)c1 (stereo not drawn)	100	-1	9	99	-0.3	-0.9	4	nt	1	0.93
O=C1CC(c2ccco2)c2ccc3ccccc3c2N1 (stereo not drawn)	107	-10	1	97	0.3	3.4	-1	6	3	0.89
Cc1cc2c(ncn2C(C)C)c(N)c1C	108	7	-4	91	-0.2	2.5	-1	nt	10	1.1

The list goes on.
SMILES	STAT3 act	TLR4 MyD88 comp	STAT3 inh	STAT1 activator	Hsp70 act	DTT redox prof	Efa HMGR inh	APP 5'UTR act	STAT1 inh	NF-kB neuron act
Cc1cccc(C(=O)NCCN2CCN(c3ccccc3)CC2)c1	98	-12	9	97	-0.1	0.3	-2	-12	3	0.95
O=C(O)CCCCCNC(=O)c1cccc(Br)c1	98	2	7	103	0.0	1.9	-3	9	-4	1
Nc1c(C(=O)c2ccccc2)oc2ccc(Br)cc12	128	-12	-28	155*	0.6	0.9	-1	124	-61	4*
O=C(CCCSc1ccccc1)Nc1nc(-c2ccccn2)cs1	95	7	6	94	-0.1	0.0	3	11	7	0.65
Cc1cc(C)c(C#N)c(SCC(=O)Nc2ccc3c(c2)OCO3)n1	85	20	21	109	0.3	-3.5	-10	77	-9	2.4
CCOC(=O)c1c(-c2ccccc2)nc2ccccn12	94	-10	9	96	-0.1	-11	-7	-2	4	1.2
COC(=O)c1cc(F)c(-n2cncn2)c(F)c1	86	2	20	95	-0.1	0.6	2	7	6	1.2
CC1(C)Cc2ccccc2-c2nnc(SCC(=O)Nc3ccc4c(c3)OCO4)n21	76	-4	33	93	-0.2	3.5	2	-5	8	1.2
CC(=O)C1=C(C)NC(=O)NC1c1ccccc1 (stereo not drawn)	97	0	7	100	-0.3	-0.6	-4	0	0	1.1
O=C(O)C1CSC2(c3ccc(Br)cc3)CCC(=O)N12 (stereo not drawn)	105	-8	-5	94	0.0	-0.9	2	-8	7	1.3
COc1ccc(N=C/C=C2\C=C(c3ccccc3)OC(C)(C)O2)cc1	63	8	48*	86	-0.3	4.5	2	4	16	1.5
CCCN(CCC)C(=O)Cn1c(=O)c2sccc2n2c(=S)sc(-c3ccccc3)c12	nt	-4	nt	96	-0.1	-0.7	-1	9	3	1.1
CCC(O)c1c(-c2ccccc2)nn(C)c1Cl (stereo not drawn)	100	11	2	104	-0.3	0.0	1	-22	-7	1.3
COC(=O)c1ncccc1SC	82	6	21	94	-0.5	0.0	-6	-1	6	0.96
Cc1nc2c(C)cccn2c1/C(O)=C1\C(=O)C(=O)N(CCN2CCOCC2)C1c1cccs1 (stereo not drawn)	103	1	6	90	0.2	9.7	-2	14	9	1.1
COc1ccc(NC(=O)CN2C(=O)c3cccc4cccc2c34)c(OC)c1	97	-8	8	108	-0.2	-3.3	2	1	-9	1.1
CC(=O)/C(=N/Nc1ccccc1C)N1CCOCC1	110	7	-6	99	-0.1	-6.4	-2	7	2	1.2
Cc1ccc(C(=O)NC2(C(Cl)Cl)N=C(c3ccccc3)N=C2N)cc1 (stereo not drawn)	99	-5	2	100	-0.2	-1.9	9.7*	4	-1	0.81
O=C(CN1C(=O)/C(=C\c2ccc(F)cc2)Oc2ccccc21)N1CCN(c2ccccn2)CC1	99	3	-1	91	-0.3	-0.6	-2	-12	11	1.4
Cc1nnc(NC(=O)c2cccc(S(=O)(=O)N3CCOCC3)c2)s1	105	-9	-1	101	-0.2	0.3	4	9	-1	1.1
Cc1ccccc1NC(=O)C1C2CC/C=C\CCC21 (stereo not drawn)	105	-15	-3	105	-0.3	0.1	-3	-5	-5	0.92
Cc1nn(C)cc1C(=O)NNC(=S)Nc1ccccc1	115	10	-13	119	0.0	-3.4	-2	39	-22	1.5
Cc1cccc2nc(-c3cccnc3)c(Nc3ccccc3)n12	93	4	14	89	-0.4	-0.1	-5	-1	10	1.1
Cc1cc(C)nc(SCc2nnc(SCC#N)n2-c2cccc(Cl)c2)n1	99	-16	5	95	-0.4	-1.7	-2	13	6	0.75
O=c1c2c3c(sc2ncn1/N=C/c1cccnc1)CCCC3	108	-9	-7	139*	0.6	0.0	-2	7	-43	1.2
Cc1cc2ncn(S(=O)(=O)N3CCCCC3)c2cc1C	101	-1	2	99	-0.2	2.4	-7	5	1	1.3
O=C(c1nc2ccccn2c1CNCCCn1cccn1)N1CCCC1	104	4	8	102	-0.1	-1.3	-2	-10	-4	1
COc1cc(CNc2ccc3c(c2)OCCO3)ccc1OCC(N)=O	89	-6	15	100	-0.2	-0.7	0	5	-1	0.88
COCCNC(=O)C(NC(=O)C1CCCCC1)C(C)C (stereo not drawn)	101	-10	0	103	-0.4	-0.8	0	-6	-4	1.1
O=C(CSc1nnc(CNC(=O)C23CC4CC(CC(C4)C2)C3)n1-c1ccc(F)cc1)Nc1ccccc1	108	6	-16	104	-0.3	0.9	-2	11	-4	1
O=C(COC(=O)[C@H](Cc1ccccc1)NC(=O)c1cccs1)NC1CC1	94	7	8	98	-0.2	-0.5	-7	-4	3	1.3
COc1ccc(N(C(C)C(=O)N/N=C/c2ccc(OC(C)C)cc2)S(C)(=O)=O)cc1 (stereo not drawn)	94	7	15	94	0.0	-4.5	-26	-6	7	0.73
CCN(CC)CCNC(C(=O)Nc1cc(C(F)(F)F)ccc1Cl)c1ccccc1 (stereo not drawn)	100	9	3	102	-0.4	0.2	-4	13	-2	0.96
Cc1ccc(CN2CCN(/N=C/c3cccs3)CC2)cc1	96	0	3	91	0.1	-0.8	1	-5	12	1.1
O=c1c2ccc(-c3nnc4n3-c3ccccc3SC4)cc2nc2n1CCCCC2	97	8	7	94	-0.2	2.3	nt	9	7	nt
Cc1cccc(-c2cc3nc(C)cc(N4CC(C)CC(C)C4)n3n2)c1 (stereo not drawn)	89	-19	16	111	-0.1	2.2	3	11	-10	1.3
Cc1ccc(/C=N\NC(=O)C2COc3cc4ccccc4cc3O2)o1 (stereo not drawn)	103	-2	8	97	0.1	1.6	0	2	4	1.5
O=C(Nc1ccc(NC(=O)C2CC2)nc1)c1ccccn1	71	-3	40	100	-0.1	0.2	-5	110	-1	0.96
Cc1cc(C(F)(F)F)nn1Cc1n[nH]c(=S)n1-c1ccc(F)cc1	103	-2	-3	103	-0.2	0.0	-5	24	-4	1.1
CC(=O)Nn1cnc2c(c1=O)C1(CCCC1)Cc1ccccc1-2	94	-15	10	103	-0.2	1.3	-4	-7	-3	1.1

This is a random part of the collection (roughly 5.6% active in at least one column).
